KLK7 zymogen act = proKLK7 zymogen activators, primary screen, biochemical, fluorescence intensity. Kallikrein-7 (Homo sapiens), P49862. purified proKLK7, EDANS-DABCYL substrate fluorescence; 100% is mature enzyme control, 0% vehicle. activation, % at 7 µM. hit rate 0.9% among 370,000. AID 652039, 2013;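 active = activation above the mean of all tested compounds plus 3 SD, computed per campaign excluding outliers beyond control limits, cut at about 13% in these data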
ASAP1 GAP inh = inhibitors of human ASAP1 ArfGAP activity, primary screen, biochemical, fluorescence polarization; Arf-GAP with SH3 domain, ANK repeat and PH domain-containing protein 1 (Homo sapiens), …; ASAP1-stimulated ARF1 GTP hydrolysis, GDP FP detection; inhibition, % at 16.5 µM; hit rate 0.19% among 360,000; in the data active = inhibition above about 25%;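 note: 0% = vehicle with enzyme and substrate and 100% = no enzyme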
Tn7 DDE FP = inhibitors of Tn7 peptide binding to fibrin DD(E), primary screen, biochemical, fluorescence polarization, human fibrin, Tn7 probe. hit rate 0.13% among 370,000. AID 720508, 2013. FP displacement of FITC-Tn7 peptide from fibrin DD(E); 0% = median of compound wells per plate. Fibrinogen beta chain (Homo sapiens), P02675. inhibition, % at 8.3 µM;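 active = inhibition above the mean of compounds falling within the control limits plus 3 SD of them, cut at about 14% in these data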;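 note: 0% = plate median of compound wells and 100% = 10 µM Aha-Tn7 peptide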
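System: human fibrin DD(E); quantity: Fibrin-DD(E) at 2 µM final; also added: fluorescent Tn7 probe at 0.1 µM; compound dosing: single nominal test concentration of 8.3 µM per compound; schedule: 10 min preincubation, 3 h with tracer, room temperature; detection: fluorescence polarization of the labelled Tn7 tracer; repeats: one replicate per compound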
PLC-beta3 inh = human PLC-beta3 inhibitors, primary screen, biochemical, fluorescence; Purified PLC-beta3, fluorogenic substrate; AID 720704, 2013; inhibition, % at 12.2 µM; hit rate 0.18% among 370,000; in the data active = inhibition above about 11%;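 note: 0% = median of compound wells on plate and 100% = full blocker control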
Tn6 DDE FP = inhibitors of Tn6 peptide binding to fibrin DD(E), primary screen, biochemical, fluorescence polarization, human fibrin, Tn6 probe. Fibrin DD(E) TRITC-Tn6 fluorescence polarization displacement. inhibition, % at 8.3 µM. hit rate 0.21% among 370,000;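 active = inhibition above a per-campaign cutoff: mean of compounds within control limits plus 3 SD, cut at about 15% in these data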;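 note: 0% = median of all compound wells on the plate and 100% = blocking peptide control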
ADAM17 inh = ADAM17 inhibitors, primary screen, biochemical, QFRET; AID 720648, 2013; inhibition, % at 6.95 µM; recombinant ADAM17, EDANS/DABCYL FRET peptide cleavage; hit rate 0.83% among 370,000; Disintegrin and metalloproteinase domain-containing protein 17 (Homo sapiens), P78536;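 active = inhibition above the mean of compounds lying between control limits plus 3 SD, set per campaign, cut at about 8.5% in these data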;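 note: 0% = DMSO-only wells as the low control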
MBD2 DNA inh = inhibitors of MBD2 binding to methylated DNA, primary screen, biochemical, TR-FRET, DNA-binding domain, human. MBD2 binding to methylated oligonucleotide. inhibition, % at 4.4 µM. hit rate 0.31% among 370,000; in the data active = inhibition above about 13%
UHRF1 binding = UHRF1 methylated DNA binding inhibitors, primary screen, counter-screen for MBD2 inhibitor project, biochemical, TR-FRET, human UHRF1, single concentration | UHRF1 binding to methylated oligo | inhibition, % at 4.4 µM | hit rate 0.75% among 370,000 | AID 687016, 2013; in the data active = inhibition above about 21%;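 note: UHRF1 SRA domain binding a hemimethylated CpG hairpin DNA probe; 0% = median of test compound wells and 100% = reference inhibitor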
PLCg1 inh = PLC-gamma1 enzyme inhibitors, primary screen, biochemical, fluorescence, purified enzyme | fluorogenic substrate | hit rate 0.84% among 370,000 | inhibition, % at 12.2 µM | AID 720700, 2013; in the data active = inhibition above about 9.5%
ARFGAP1 inhibitor = inhibitors of rat ARFGAP1 GAP activity, primary screen, biochemical, fluorescence polarization, GDP tracer | AID 651572, 2012 | ADP-ribosylation factor GTPase-activating protein 1 (Rattus norvegicus), Q62848 | inhibition, % at 16.5 µM | Arfgap1-stimulated ARF1 GTP hydrolysis, GDP FP detection | hit rate 0.26% among 360,000;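 active = inhibition above a per-plate limit, mean inhibition of low control wells plus 3 SD, cut at about 25% in these data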;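 note: 0% = DMSO wells with enzyme and 100% = wells lacking Arfgap1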
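Material: rat Arfgap1 GAP domain (His6, aa 1-136), purified enzyme. Also added: human ARF1(Δ1-17)-GTP substrate. Compound dosing: 16.5 µM single point, 1.26% DMSO. Timing: enzyme reaction 120 min at 25 °C after 20 min preincubation. Signal: GDP detection by fluorescence polarization. Read-out basis: percent inhibition of GAP-stimulated GDP formation, scaled between DMSO and no-Arfgap1 medians.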
Starred values were filed as active, the others as inactive; & = joins results of further samples.

SMILES,KLK7 zymogen act,ASAP1 GAP inh,Tn7 DDE FP,PLC-beta3 inh,Tn6 DDE FP,ADAM17 inh,MBD2 DNA inh,UHRF1 binding,PLCg1 inh,ARFGAP1 inhibitor
COc1ccc(NC(=S)NCCc2c[nH]c3ccccc23)cc1,0.7,17,-4,1,2,6,1,-2,4,1
COC(=O)c1sc(-c2ccccc2)cc1NC(=O)c1ccc(F)cc1,-0.6,18,-1,6,3,0,4,-4,4,-7
CCN(CC)S(=O)(=O)c1ccc(N2CCCC2)c(NS(=O)(=O)c2ccc(OC)cc2)c1,-0.2,10,6,2,1,2,1,2,0,0
Cc1cccc(S(=O)(=O)N2CCn3cccc3C2C)c1 (stereo not given),0.1,4,2,-22,6,-6,4,-4,-12,-3
CCOC(=O)c1[nH]c2ccc(Br)cc2c1NC(=O)CCN1CCC(C(=O)OCC)CC1,1.0,2,13,-6,5,-6,1,-1,-6,-7
CC(=O)Nc1ccc(C(=O)OCC(=O)N2CC3(C)CC2CC(C)(C)C3)cc1 (stereo not given),-0.5,-4,-9,1,-3,3,-3,1,4,-2
O=C(CCN1N=C(c2ccccc2)CCC1=O)NCCCN1CCOCC1,0.1,-4,4,-4,-8,-5,1,2,1,1
CC(NC(=O)C1CCN(C(=O)[C@@H]2Cc3ccccc3CN2C(=O)OC(C)(C)C)CC1)c1ccccc1 (stereo not given in full),1.1,13,1,5,11,4,-3,0,0,8
CC(=O)N1CCN(C(=O)c2ccc(NS(=O)(=O)c3ccc4c(c3)OCCO4)cc2)CC1,-0.2,-2,6,1,-1,-1,-1,0,0,6
COc1ccc(C2=NN(CC(=O)NCC(OC)OC)C(=O)CC2)cc1,0.4,5,1,-7,1,-3,6,0,0,3
Cc1cc(CCCCCCCCc2cc(C)cc(=O)o2)oc(=O)c1,0.3,-5,4,1,6,-2,-4,1,-2,9
COc1cc(C(=O)NCCC(C)C)c([N+](=O)[O-])cc1OC,-0.3,0,-2,8,0,2,-4,-2,4,1
Cn1cccc1C(C(=O)NC1CCCCC1)N(C(=O)Cc1cccs1)c1ccc2c(c1)OCO2 (stereo not given),-0.3,11,-8,-3,3,-2,5,0,2,-1
CCN(CC(=O)NCc1cccs1)C(=O)c1cc(S(=O)(=O)NCc2ccccc2)ccc1C,-0.4,2,-6,-1,-1,0,1,0,4,6
Cc1ccccc1NC(=O)C(=O)Nc1ccccc1C,0.1,-7,-1,-3,-1,-2,-3,0,5,-2

Remaining list, next part:
SMILES,KLK7 zymogen act,ASAP1 GAP inh,Tn7 DDE FP,PLC-beta3 inh,Tn6 DDE FP,ADAM17 inh,MBD2 DNA inh,UHRF1 binding,PLCg1 inh,ARFGAP1 inhibitor
C[C@@H]1CC=C[C@H]2[C@H]1C(=O)N(Cc1ccccc1)[C@H]2c1ccc2ccccc2c1,0.9,10,-9,5,3,9.4*,0,0,5,-3
CCOc1ccccc1C(=O)Nc1cccc(-c2ccc3nncn3n2)c1,-0.3,-3,5,-22,6,0,3,-3,-7,14
Cc1ccc(C(=O)C(=S)N2CCOCC2)cc1,0.0,-9,9,1,7,-5,3,3,1,6
CC(=O)Nc1cccc(-c2nnc(-c3ccccc3)o2)c1,0.1,8,-5,3,1,-1,-1,-1,3,1
COc1cc(OC)c(OC)cc1CN1CCN(Cc2ccc(C(F)(F)F)cc2)CC1,-0.2,-16,-8,2,-4,-1,-4,1,-1,3
CON(C)C(=O)/C=C/CCCCNC(=O)OC(C)(C)C,-1.0,-3,-2,2,-2,2,-3,-2,5,5
Cc1cccc(C(=O)NCC(=O)OCC(=O)N2CCCCC2)c1,-0.5,-2,7,5,0,0,5,1,0,-8
CC(NC(=O)c1cccs1)C(=O)NC1=NCCS1 (stereo not given),-0.2,2,3,3,-1,-5,4,3,-1,13
COc1cc2cc(CN(Cc3cccnc3)C(=O)Nc3ccccc3)c(=O)[nH]c2cc1OC,0.8,12,0,-16,-7,-63,-2,0,-10,-6
O=C(CSc1nnc(NC(=O)c2ccc(F)cc2)s1)NC1CCCC1,0.0,21,4,-3,4,0,-1,0,3,3
O=C(CSc1nnnn1Cc1ccccc1)NCCc1ccccc1,0.3,0,-6,-2,-11,-5,3,1,-1,-3
CCOCCc1nnc(NC(=O)CCC2CCCCC2)s1,-0.2,-18,6,-1,1,3,-5,-2,2,-16
CN(C)S(=O)(=O)c1ccc(Cl)c(NC(=O)COC(=O)/C=C/c2cnc3ccccc3n2)c1,0.3,0,2,-12,1,-5,-1,3,-1,-8
CCCNCC(O)COc1ccccc1C(=O)CCc1ccccc1 (stereo not given),0.4,2,-1,0,6,-4,1,-1,-2,-2
CCOC(=O)C1=C(C)Nc2ncnn2C1c1ccc(N(C)C)cc1 (stereo not given),-1.0&0.0,1&-1,0&-2,4&-3,-1&10,2&-2,-3&2,-2&-2,-1&-1,2&-3

Single records, from the list above.
Listed for C[C@@H]1CC=C[C@H]2[C@H]1C(=O)N(Cc1ccccc1)[C@H]2c1ccc2ccccc2c1 → KLK7 zymogen act = 0.9; ASAP1 GAP inh = 10; Tn7 DDE FP = -9; PLC-beta3 inh = 5; Tn6 DDE FP = 3; ADAM17 inh = 9.4*; MBD2 DNA inh = 0; UHRF1 binding = 0; PLCg1 inh = 5; ARFGAP1 inhibitor = -3
Listed for CCOC(=O)C1=C(C)Nc2ncnn2C1c1ccc(N(C)C)cc1 (stereo not given) → KLK7 zymogen act = -1.0&0.0; ASAP1 GAP inh = 1&-1; Tn7 DDE FP = 0&-2; PLC-beta3 inh = 4&-3; Tn6 DDE FP = -1&10; ADAM17 inh = 2&-2; MBD2 DNA inh = -3&2; UHRF1 binding = -2&-2; PLCg1 inh = -1&-1; ARFGAP1 inhibitor = 2&-3

Next section:
SMILES,KLK7 zymogen act,ASAP1 GAP inh,Tn7 DDE FP,PLC-beta3 inh,Tn6 DDE FP,ADAM17 inh,MBD2 DNA inh,UHRF1 binding,PLCg1 inh,ARFGAP1 inhibitor
CCOC(=O)c1c(NC(=O)COC(=O)Cc2ccccc2[N+](=O)[O-])sc(C(=O)N(C)C)c1C,0.1,2,4,-3,3,-4,-1,-2,-2,4
CCc1nc2ccc(C(=O)NCc3ccc(OC)cc3)cn2c1N(C)C(=O)Cc1ccccc1,0.1,-3,1,-5,3,2,-1,2,3,-1
O=C(CN1c2cccc3cccc(c23)S1(=O)=O)NCc1ccc2c(c1)OCO2,1.4,-2,0,-179,1,-32,-3,1,-125,11
CC(C)c1ccc(NC(=O)CN(Cc2ccccc2)S(C)(=O)=O)cc1,-0.2,2,1,4,-4,2,1,-1,4,1
Cc1nnc2n(-c3ccccc3)c(=O)c3c4c(sc3n12)COC(C(C)C)C4 (stereo not given),0.0,-4,-3,-1,3,0,4,1,1,-5
O=C(COc1ccc(S(=O)(=O)N2CCCC2)cc1)NCC1CCCO1 (stereo not given),-0.2,-6,1,-2,-1,-4,0,-4,-2,-4
CC1CN(S(=O)(=O)c2cccc(C(=O)NNC(=O)C(C)Oc3ccccc3F)c2)CC(C)O1 (stereo not given),0.1,-9,-3,9,-11,1,-1,1,4,10
C[C@H](c1ccccc1)N1C[C@@H](COCc2ccccc2)Oc2cc(N3CC[C@@H](N(C)C)C3)ccc2S1(=O)=O,-0.2,0,-2,2,7,2,1,1,1,7
CCOc1ccccc1NC(=O)C(OC(=O)c1ccccc1NS(=O)(=O)c1cccs1)c1ccccc1 (stereo not given),-1.5,3,3,-14,2,6,-1,0,-12,4
O=Cc1ccc(-n2cc(C=O)c3ccccc32)cc1,-0.3,1,-6,-11,-4,0,1,0,-1,10
COc1ccc(S(=O)(=O)N2CCCC(C(=O)NCc3cccnc3)C2)cc1 (stereo not given),0.2,-3,-3,-4,-2,1,5,-1,1,-2
COc1cc(CCN(C(C)=O)C2C(=O)Nc3ccccc3N=C2c2ccc3c(c2)OCO3)cc(OC)c1 (stereo not given),0.3,4,-3,-8,-5,-5,3,-4,-7,0
Cn1c(=O)c2c(nc(Br)n2CC(=O)C23CC4CC(CC(C4)C2)C3)n(C)c1=O,0.3,5,4,1,8,0,-9,-2,6,2
CCOC(=O)C(NC(=O)CC(C)C)(Nc1sc(C)c(CC)c1C#N)C(F)(F)F (stereo not given),-0.1,-5,-1,2,-6,2,3,-4,3,-3
COc1cnn(-c2ccc([N+](=O)[O-])cc2)c(=O)c1Cl,-0.1,4,2,-2,-7,1,-6,4,-1,16
CCC1(c2ccc(F)cc2)NC(=O)N(CC(=O)Nc2ccc3c(c2)OCCO3)C1=O (stereo not given),1.2,13,-4,-8,2,2,3,-2,2,8
CCOc1ccc2c(c1)-c1c(ssc1=S)C(C)(C)N2C(=O)c1ccco1,0.7,-6,-9,4,2,8,-1,-1,6,2
CCN(CC)C(=O)c1[nH]cnc1C(=O)N[C@@H](CC(C)C)C(=O)OC(C)(C)C,0.5,3,3,-138,2,0,-2,0,-3,-5

Compound activity: PubChem, The Scripps Research Institute Molecular Screening Center
